From PubChem
Nrf2 activator – activates Nrf2 signaling. Potency, µM (doses to about 46.1 µM), without a hit: at the top dose activation, hits mostly activators. AREc32 ARE-luciferase reporter (MCF7-derived line), luminescence, 24 h. actives 0.31% (n = 410,000). AID 624171; further: potency means the concentration at half of the fitted maximal effect; % of control where 0% means no effect; nearly all actives have a fitted effect of over 65% in size
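Cells of the AREc32 ARE-luciferase line are plated in OPTI-MEM containing 5% FBS and left overnight at 37 deg C. Compounds are pinned in, incubation continues 24 hr, and firefly luciferase signal is then measured.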
CCT chaperon mod – changes cytosolic chaperonin activity; activity change, % (concentration not given with the values), hits read low; actives 0.3% (n = 360,000); AID 651819; purified chaperonin ATPase assay, HTRF ADP detection, 30 min; in the data active means activity change below about -30%; further: on the % scale 0 is the no-effect control and ±100 the full control effect
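Nucleotide hydrolysis assay: TRiC at 20–40 nM final (set by batch activity) with 10 uM ATP, 30 min at 37 °C, in presence of 76 uM compound. Detection by competitive ADP HTRF, 30 min ambient.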
A549 tox – A549 cytotoxicity, counter-screen for Nrf2 inhibitors; Potency, µM (doses to about 46 µM), for the others: at the highest dose activity change, negative = cytotoxicity, actives largely listed as inhibitors; actives 0.16% (n = 390,000); A549 ARE-Fluc cells, CellTiter-Fluor viability, 18-24 h; further: potency means the concentration at half of the fitted maximal effect; on the % scale 0 is the no-effect control and ±100 the full control effect
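A549 ARE-Fluc cells in 5% FBS OPTI-MEM, 5000 cells/well, rested 2 h then exposed to compounds in concentration-response for 18-24 h at 37 °C. Viability by CellTiter-Fluor fluorescence (Ex 405/Em 525) after 30 min; luciferase luminescence (BugLite, 15 min, RT) read afterwards.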
Nrf2 block – inhibitors of Nrf2 signaling; A549 ARE-Fluc reporter, luciferase luminescence, 18-24 h; Potency, µM (highest dose often 46 µM), without a hit: at the highest dose activity change, negative = inhibition, most hits filed as inhibitors; actives 2.1% (n = 360,000); AID 504444; further: potency means the concentration at half of the fitted maximal effect; on the % scale 0 is the no-effect control and ±100 the full control effect; nearly all actives have a fitted effect of over 60% in size
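Nrf2 function is reported as luminescence of an ARE-controlled luciferase in A549 cells. Compounds were tested at several concentrations, and a CellTiter-Fluor read on the same wells flagged cytotoxicity.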
Akt phos inh – inhibitors of Akt phosphorylation; activity change, % for hits at 50 µM; actives 0.32% (n = 360,000); Neuro2A IGF-stimulated pAkt S473 HTRF, 20 min; active compounds read low; in the data active means activity change below about -80%; inconclusive means mostly about -51% to -80%; further: on the % scale 0 is the no-effect control and ±100 the full control effect
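Neuro2A cells in DMEM with 0.5% FBS, overnight at 37 deg C, given compound at single 50 µM final, then IGF (6 nM final) for 20 min at 37 deg C. Lysed; phospho-Akt Ser473 by HTRF after 24 h, 665/615 ratio.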
TGFb inhibitor – TGF-b pathway inhibition | HepG2 CAGA-GFP TGF-b/SMAD3 reporter, GFP fluorescence, 18 h; TGF-beta stimulated, 500 pg/mL final | Potency, µM (top dose mostly 46.1 µM), for inactives: top-dose activity, negative = inhibition, hits mostly inhibitors | actives 1.2% (n = 410,000); further: potency means the concentration at half of the fitted maximal effect; on the % scale 0 is the no-effect control and ±100 the full control effect; nearly all actives have a fitted effect of over 65% in size
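Smad-responsive CAGA-GFP expression was quantified in HEPG2 cells exposed to compounds and 500 pg/mL final TGF-beta for 18 h at 37 degrees C; unstimulated wells defined full inhibition.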
Abeta yeast res – restores growth of yeast expressing A-beta42 peptide. yeast expressing A-beta42, growth rescue, OD600, 48 h; response scale: 0% DMSO, 100% iron-clioquinol control. AID 1347071. actives 0.063% (n = 410,000). Potency, µM (doses to about 46.1 µM), for inactives: top-dose growth rescue, actives largely listed as activators; further: potency means the concentration at half of the fitted maximal effect; nearly all actives have a fitted effect of over 55% in size
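Yeast A-beta toxicity model in growth medium with pinned compounds, 48 h at 30 C; growth read as absorbance at 600 nm. Normalized to FeCl3/clioquinol equimolar mix (positive) and DMSO (negative).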
MmCpn inh – blocks the Methanococcus maripaludis chaperonin Mm-Cpn | purified Mm-Cpn ATPase, ADP Transcreener TR-FRET | Potency, µM (doses to about 76.9 µM), for the others: at the top dose activity, negative = inhibition, hits mostly inhibitors | actives 0.031% (n = 330,000); further: potency means the concentration at half of the fitted maximal effect; on the % scale 0 is the no-effect control and ±100 the full control effect; nearly all actives have a fitted effect of over 80% in size
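Purified archaeal chaperonin (25 nM final) was preincubated with compound for 10 min at 37°C, then ATP (10 uM final) was added for 30 min at 37°C in Tris pH 7.4/KCl/MgCl2/DTT buffer. ADP was quantified by HTRF Transcreener TR-FRET.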
HepG2 tox – kills HepG2 cells in TGF-b inhibitor counter-screen | HepG2 CAGA-GFP viability, ATP luminescence, 18 h | Potency, µM (doses to about 46.1 µM), without a hit: at the highest dose activity change, negative = cytotoxicity, hits mostly cytotoxic | actives 0.76% (n = 410,000); further: potency means the concentration at half of the fitted maximal effect; some results filed as inactive show a strong effect at the top dose
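HepG2 CAGA-GFP cells (1000/well, DMEM with 1% FBS) received compound, then TGF-beta at 500 pg/mL final, and were incubated 18 hours at 37 degrees C. Viability was read by CellTiter-Glo luminescence. Media-only wells were set as complete cell-killing and DMSO as no toxicity.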
The depositor's hits bear a star; [ ] = another dose, or the depositor's remark. Unless noted, the call rests on the fitted dose curve; in most records, active means well fitted curve in the direction sought with a large enough effect; inconclusive means small, poorly fitted or top-dose-only effect, or another doubt; inactive means no such curve, though single readings can be large; an effect the other way counts as inactive or inconclusive.

Results for O=C(c1ccco1)N1CCCC(c2ccccc2)C1 (centres undefined) ?
Nrf2 activator: 0.5%; CCT chaperon mod: 1.9; A549 tox: 5.6%; Nrf2 block: 20.7%; Akt phos inh: inactive; TGFb inhibitor: -15.3%; Abeta yeast res: -23.9%; MmCpn inh: 1.0%; HepG2 tox: -3.4%

How did COc1ccccc1CNC(=O)C1CC(=O)N(c2ccc(C)c(C)c2)C1 (centres undefined) do in these assays?
Nrf2 activator: 0.4%; CCT chaperon mod: -0.3; A549 tox: -3.5%; Nrf2 block: -10.4%; Akt phos inh: inactive; TGFb inhibitor: -6.4%; Abeta yeast res: 20.3%; MmCpn inh: -0.6%; HepG2 tox: 0.8%

What do the screens show for `Cn1ncc(C(=O)N=S(C)(=O)c2ccccc2)c1[N+](=O)[O-]` (centres undefined)?
Nrf2 activator: 11.4%; CCT chaperon mod: 2.0; A549 tox: 1.1%; Nrf2 block: 2.2%; Akt phos inh: inactive; TGFb inhibitor: 2.2%; Abeta yeast res: -7.3%; MmCpn inh: -10.9%; HepG2 tox: 11.4%

What do the screens show for `c1ccc(Sc2ncnc3c2oc2ccccc23)cc1`?
Nrf2 activator: 14.1%; CCT chaperon mod: -6.9; A549 tox: -6.0%; Nrf2 block: inconclusive; Akt phos inh: inactive; TGFb inhibitor: -5.6%; Abeta yeast res: -55.4%[inhibitor]; MmCpn inh: -1.1%; HepG2 tox: -26.3%

How did O=C(NCc1ccc2[nH]c3c(c2c1)CCCC3)c1ccc(S(=O)(=O)N2CCOCC2)cc1 do in these assays?
Nrf2 activator: -0.5%; CCT chaperon mod: -0.9; A549 tox: 2.9%; Nrf2 block: inconclusive; Akt phos inh: inactive; TGFb inhibitor: -8.2%; Abeta yeast res: -3.9%; MmCpn inh: -0.3%; HepG2 tox: -6.2%

How did COc1ccccc1CNC(=S)Nc1ccc(F)cc1 do in these assays?
Nrf2 activator: 0.0%; CCT chaperon mod: -4.5; A549 tox: 5.6%; Nrf2 block: -6.3%; Akt phos inh: inactive; TGFb inhibitor: -9.4%; Abeta yeast res: inconclusive; MmCpn inh: 1.0%; HepG2 tox: -9.2%

What do the screens show for `CCO[C@@H]1OC(C(=O)O)=C[C@H](c2cn(C(C)=O)c3ccccc23)[C@H]1CCCO`?
Nrf2 activator: -1.1%; CCT chaperon mod: -1.9; A549 tox: -6.7%; Nrf2 block: -11.9%; Akt phos inh: inactive; TGFb inhibitor: -10.6%; Abeta yeast res: -11.5%; HepG2 tox: -7.2%

What do the screens show for `COc1ccc(CCNC(=O)c2cccc(NC(=O)CC3SC(N4CCCCC4)=NC3=O)c2)cc1OC` (centres undefined)?
Nrf2 activator: 4.1%; CCT chaperon mod: -2.3; A549 tox: -6.0%; Nrf2 block: -5.2%; Akt phos inh: inactive; TGFb inhibitor: 0.0%; Abeta yeast res: -3.3%; MmCpn inh: 0.9%; HepG2 tox: -18.8%

What do the screens show for `COc1ccc(OCCN2CCOCC2)cc1`?
Nrf2 activator: -0.3%; CCT chaperon mod: -1.8; A549 tox: -5.6%; Nrf2 block: 13.8%; Akt phos inh: inactive; TGFb inhibitor: -12.9%; Abeta yeast res: 13.7%; MmCpn inh: 0.2%; HepG2 tox: -17.0%

What do the screens show for `COc1ccccc1-n1c(CNC(=O)c2ccc(S(=O)(=O)N3CCCCC3)cc2)n[nH]c1=S`?
Nrf2 activator: -0.3%; CCT chaperon mod: -4.5; A549 tox: 0.1%; Nrf2 block: 3.3%; Akt phos inh: inactive; TGFb inhibitor: 26.0%; Abeta yeast res: 0.5%; MmCpn inh: -0.8%; HepG2 tox: -15.3%

Results for CC(C)(C)OC(=O)N1CCC(c2c(C(=O)O)cnn2-c2ccccc2)CC1 ?
Nrf2 activator: -0.3%; CCT chaperon mod: -2.4; A549 tox: -2.0%; Nrf2 block: -19.7%; Akt phos inh: inactive; TGFb inhibitor: 2.7%; Abeta yeast res: 9.4%; MmCpn inh: -0.2%; HepG2 tox: -5.7%

What do the screens show for `CS(=O)(=O)N(CC(=O)NCCSC1CCCCC1)c1ccccc1`?
Nrf2 activator: 2.1%; CCT chaperon mod: -33.4*; A549 tox: -3.4%; Nrf2 block: 3.7%; Akt phos inh: inactive; TGFb inhibitor: inconclusive; Abeta yeast res: -10.7%; MmCpn inh: inconclusive; HepG2 tox: -34.3%

What do the screens show for `CCOc1ccc(Br)cc1C1C(C(=O)Nc2ccccc2OC)=C(C)Nc2nnnn21` (centres undefined)?
Nrf2 activator: 4.0%; A549 tox: -1.0%; Nrf2 block: 1.9%; TGFb inhibitor: -23.9%; Abeta yeast res: -10.7%; HepG2 tox: 16.8%

What do the screens show for `COc1ccc2c(c1)c1c(c(=O)n(-c3ccc(F)c(Cl)c3)c(=O)n1Cc1cccc(C)c1)n2C`?
Nrf2 activator: -0.8%; A549 tox: 1.4%; Nrf2 block: 25.3%; TGFb inhibitor: 15.5%; Abeta yeast res: -7.4%; HepG2 tox: -4.6%

How did Cc1ccc(CNC(=O)c2ccc(NS(=O)(=O)c3c(C)noc3C)cc2)cc1 do in these assays?
Nrf2 activator: -0.1%; CCT chaperon mod: 0.2; A549 tox: 2.0%; Nrf2 block: -9.2%; Akt phos inh: inactive; TGFb inhibitor: -10.0%; Abeta yeast res: 15.2%; MmCpn inh: -0.3%; HepG2 tox: 2.9%

How did CCCCC1CCC(c2ccc(C(N)=O)cc2)CC1 (centres undefined) do in these assays?
Nrf2 activator: 1.4%; CCT chaperon mod: -0.5; A549 tox: 2.0%; Nrf2 block: 16.3%; Akt phos inh: inactive; TGFb inhibitor: -9.5%; Abeta yeast res: 5.9%; MmCpn inh: 0.4%; HepG2 tox: 2.6%

What do the screens show for `Cn1c(SCC(=O)NC2(C#N)CCCCC2)nnc1-c1cccnc1`?
Nrf2 activator: 2.6%; CCT chaperon mod: -1.0; A549 tox: 3.2%; Nrf2 block: 1.0%; Akt phos inh: inactive; TGFb inhibitor: 14.8%; Abeta yeast res: 5.3%; MmCpn inh: 0.9%; HepG2 tox: 0.8%

How did CCN1CCN(CCNC(=O)c2cn(C(C)c3ccccc3F)nn2)CC1 (centres undefined) do in these assays?
Nrf2 activator: 0.1%; CCT chaperon mod: 0.4; A549 tox: -2.3%; Nrf2 block: 9.6%; Akt phos inh: inactive; TGFb inhibitor: -4.5%; Abeta yeast res: 1.8%; MmCpn inh: 2.3%; HepG2 tox: -5.5%

How did Cn1cnnc1SCC(=O)Nc1cc(C(=O)O)cc(C(=O)O)c1 do in these assays?
Nrf2 activator: 0.3%; A549 tox: 12.1%; TGFb inhibitor: 10.4%; Abeta yeast res: -10.3%; HepG2 tox: 9.2%

How did CC(C)c1ccc(C(=O)Nc2ccc(-c3nc4ccccc4s3)c(Cl)c2)cc1 do in these assays?
Nrf2 activator: 0.9%; A549 tox: -5.7%; Nrf2 block: inconclusive; TGFb inhibitor: -12.8%; Abeta yeast res: -14.9%; HepG2 tox: -22.2%

How did Cc1cc(C)nc(Sc2c(C)nn(-c3ccccc3)c2C)n1 do in these assays?
Nrf2 activator: 0.6%; CCT chaperon mod: 0.2; A549 tox: 0.7%; Nrf2 block: 2.1%; Akt phos inh: inactive; TGFb inhibitor: -10.0%; Abeta yeast res: 12.5%; MmCpn inh: 0.2%; HepG2 tox: -5.7%

How did Cc1ccc(C(=O)c2oc3nc(C)cc(C)c3c2N)cc1 do in these assays?
Nrf2 activator: 3.7%; CCT chaperon mod: -1.5; A549 tox: -10.0%; Nrf2 block: 26.2%; Akt phos inh: inactive; TGFb inhibitor: 22.4%; Abeta yeast res: -4.9%; MmCpn inh: -1.4%; HepG2 tox: -11.5%

What do the screens show for `COc1ccc2c3n([n+]([O-])c2c1)CCN=C3c1cc(Cl)c(N)c(Cl)c1`?
Nrf2 activator: 11.3%; CCT chaperon mod: 1.4; A549 tox: inconclusive; Nrf2 block: -19.8%; Akt phos inh: inactive; TGFb inhibitor: -7.9%; Abeta yeast res: -7.3%; MmCpn inh: -4.6%; HepG2 tox: -20.3%

Results for COc1ccc(NC(=O)C2COc3ccccc3O2)cc1 (centres undefined) ?
Nrf2 activator: 2.4%; CCT chaperon mod: -1.6; A549 tox: 3.5%; Nrf2 block: inconclusive; Akt phos inh: inactive; TGFb inhibitor: -3.2%; Abeta yeast res: 17.2%; MmCpn inh: 0.2%; HepG2 tox: -10.5%

How did Cc1ccnc(NC(=O)c2cccs2)c1 do in these assays?
Nrf2 activator: inconclusive; CCT chaperon mod: 1.7; A549 tox: 0.9%; Nrf2 block: inconclusive; TGFb inhibitor: -1.6%; Abeta yeast res: -30.0%; MmCpn inh: 0.8%; HepG2 tox: -64.8%

Results for Cc1ccc(S(=O)(=O)N2CCCC2C(=O)NCc2ccc3c(c2)OCO3)cc1 (centres undefined) ?
Nrf2 activator: 0.0%; CCT chaperon mod: 0.6; A549 tox: 1.1%; Nrf2 block: inconclusive; Akt phos inh: inactive; TGFb inhibitor: 0.6%; Abeta yeast res: -15.1%; MmCpn inh: -2.5%; HepG2 tox: -6.7%

How did Cc1ccccc1-n1nc2c(c1NC(=O)COc1ccc(Cl)cc1)CS(=O)C2 (centres undefined) do in these assays?
Nrf2 activator: -0.4%; CCT chaperon mod: -0.6; A549 tox: 1.2%; Nrf2 block: 2.7%; Akt phos inh: inactive; TGFb inhibitor: inconclusive; Abeta yeast res: 4.5%; MmCpn inh: -0.1%; HepG2 tox: -39.5%
